Bioassay records as filed in PubChem.
hIAP block = blocks human intestinal alkaline phosphatase; inhibition, % at 10 µM; AID 2544; P09923; hit rate 0.12% among 330,000; purified IAP, CDP-Star luminescence, 30 min;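 active = inhibition reaching a set limit with compound at 10 µM in the primary screen, cut at about 35% in these data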;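 note: plate controls were DMSO wells with enzyme for no effect and no-enzyme buffer wells for full effect; values of inactives mirror those of a sister screen read the other way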
TIM10 inh = inhibits growth of TIM10 yeast strain; inhibition, % at 10 µM; S. cerevisiae TIM10 strain growth, BacTiter-Glo luminescence, 24 h; hit rate 1.4% among 330,000;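 active = inhibition of 40% or more at the single tested concentration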;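 note: wild-type TIM10 isogenic control strain grown at permissive 25 °C; 0% = DMSO yeast wells and 100% = minimal medium wells without yeast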
Apaf-1 inh = inhibitors of human Apaf-1 apoptosome | O14727 | reconstituted apoptosome caspase-3 activity, DEVD-Rh110 fluorescence | inhibition, % at 20 µM | hit rate 0.71% among 330,000 | AID 489030; active = inhibition of at least 40% at 20 µM;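 note: plate controls were DMSO wells for no effect and DEVD-CHO caspase inhibitor wells for full effect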
Target sequence (O14727 whole entry, looked up): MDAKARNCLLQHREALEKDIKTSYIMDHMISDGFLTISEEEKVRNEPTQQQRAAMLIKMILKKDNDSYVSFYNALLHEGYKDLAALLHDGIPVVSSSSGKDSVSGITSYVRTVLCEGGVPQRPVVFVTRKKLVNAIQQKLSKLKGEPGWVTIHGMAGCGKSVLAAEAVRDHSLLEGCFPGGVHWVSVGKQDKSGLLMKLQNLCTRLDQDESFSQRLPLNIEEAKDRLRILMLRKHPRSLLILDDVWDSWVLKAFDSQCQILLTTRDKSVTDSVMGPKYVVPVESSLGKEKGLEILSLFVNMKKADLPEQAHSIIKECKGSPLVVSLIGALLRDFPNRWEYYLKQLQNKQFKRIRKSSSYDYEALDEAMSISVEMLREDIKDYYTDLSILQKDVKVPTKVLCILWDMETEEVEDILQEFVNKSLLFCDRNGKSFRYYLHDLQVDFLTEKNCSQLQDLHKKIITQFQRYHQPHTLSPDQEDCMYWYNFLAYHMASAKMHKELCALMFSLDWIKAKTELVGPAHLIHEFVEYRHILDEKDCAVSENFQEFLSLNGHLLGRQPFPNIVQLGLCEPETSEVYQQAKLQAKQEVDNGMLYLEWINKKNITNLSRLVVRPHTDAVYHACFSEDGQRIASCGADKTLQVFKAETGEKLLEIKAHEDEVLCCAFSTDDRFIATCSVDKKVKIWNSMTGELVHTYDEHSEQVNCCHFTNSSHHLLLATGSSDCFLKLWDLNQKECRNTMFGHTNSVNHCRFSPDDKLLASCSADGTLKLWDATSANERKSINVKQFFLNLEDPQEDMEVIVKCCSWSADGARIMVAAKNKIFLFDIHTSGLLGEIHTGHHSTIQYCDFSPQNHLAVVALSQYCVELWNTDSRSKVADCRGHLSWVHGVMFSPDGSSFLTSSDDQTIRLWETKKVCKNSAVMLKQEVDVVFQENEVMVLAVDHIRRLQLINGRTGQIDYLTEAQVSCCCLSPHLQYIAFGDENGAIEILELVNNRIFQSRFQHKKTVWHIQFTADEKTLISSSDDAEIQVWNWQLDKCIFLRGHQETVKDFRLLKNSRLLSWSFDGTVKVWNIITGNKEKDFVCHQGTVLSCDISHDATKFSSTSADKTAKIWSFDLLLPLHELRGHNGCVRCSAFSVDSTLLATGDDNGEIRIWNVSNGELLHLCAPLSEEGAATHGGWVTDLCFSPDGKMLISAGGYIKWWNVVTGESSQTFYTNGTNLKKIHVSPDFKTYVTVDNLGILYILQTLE
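Assay system: Apoptosome proteins | Medium: pH 7.5 Hepes buffer with CHAPS, BSA, DTT | Also added: Cytochrome c and DEVD-Rh110 substrate | Times: 30 min plus 50 min, RT | Detection: Rhodamine 110 fluorescence at Ex 480/Em 540 nm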
NLRP3 yeast inh = inhibitors of NALP3 inflammasome in yeast; Yeast reconstituted NLRP3/ASC/caspase-1, beta-gal luminescence, 24 h; inhibition, % at 10 µM; hit rate 0.39% among 330,000;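 active = inhibition of 50% or more; inactive = inhibition below 50%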;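 note: plate controls were induced DMSO wells for no effect and uninduced yeast grown without galactose for full effect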
mIAP inh = blocks mouse intestinal alkaline phosphatase; purified mouse IAP, CDP-Star luminescence, 30 min; inhibition, % at 10 µM; hit rate 0.2% among 330,000;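 active = inhibition of at least 40% at 10 µM in the primary screen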;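 note: plate controls were DMSO with enzyme for no effect and no enzyme wells for full effect; values of inactives mirror those of a sister screen read the other way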
hIAP activ = human IAP activation; activation factor at 10 µM; AID 2524; P09923; purified human IAP, CDP-Star luminescence, 30 min; hits give high values; 1 = vehicle-only enzyme, 0 = enzyme-free background; hit rate 0.16% among 330,000;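 active = activation factor of the enzyme at least 2-fold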; note: the source names both 10 and 20 µM as test concentration; values of inactives mirror those of a sister screen read the other way
tim10-1 inh = tim10-1 yeast growth inhibition; hit rate 2.2% among 330,000; inhibition, % at 20 µM; S. cerevisiae tim10-1 ts strain growth, BacTiter-Glo, 24 h; AID 463190;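 active = inhibition of at least 40%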;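 note: mutant grown at 25 °C; 0% = DMSO wells with yeast and 100% = wells holding no yeast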
mIAP act = increases mouse intestinal alkaline phosphatase activity. activation factor at 10 µM. AID 2805. muIAP, CDP-Star luminescence, 30 min; hits give high values; 1 = vehicle-only enzyme signal, 0 = enzyme-free wells. hit rate 0.24% among 330,000;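 active = activation factor of at least 2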; note: the source names both 10 and 20 µM as test concentration; values of inactives mirror those of a sister screen read the other way
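Assay system: mouse IAP enzyme / Compound: DMSO-dissolved test compounds / Timing: 30 min, room temperature / Measured by: luminescence from enzymatic CDP-Star hydrolysis / Control set: DMSO-only wells, enzyme-free buffer wells as negative control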
ATG4B inhibitor = blocks human ATG4B protease cleavage of LC3 substrate | Q9Y4P1 | ATG4B cleavage of LC3-PLA2, NBD-HPC fluorescence, 1 h | inhibition, % at 8.33 µM | hit rate 0.51% among 340,000; in the data active = inhibition above about 40%
* = called active by the depositor; nt = not tested or not shown.

SMILES	hIAP block	TIM10 inh	Apaf-1 inh	NLRP3 yeast inh	mIAP inh	hIAP activ	tim10-1 inh	mIAP act	ATG4B inhibitor
Cc1cccc(-n2ncc3c2CCCC3NC(=O)CCN2Cc3ccccc3C2=O)c1C (centres undefined)	-6	9	1	8	-4	1.1	-18	1	0
O=C(CN1C(=O)S/C(=C\c2ccccc2F)C1=O)Nc1ccccc1O	1	38	6	25	-1	0.99	38	1	-6
CCN1CCN(C(CNS(=O)(=O)c2ccc(OC)cc2)c2cccnc2)CC1 (centres undefined)	-14	8	7	15	5	1.1	4	0.95	2
OCCN1C[C@H](O)[C@@H](O)[C@H](O)[C@H]1CO	-5	6	-3	8	9	1.1	-17	0.91	nt
Cc1cc(O)ccc1Nc1nc(-c2sc(N)nc2C)cs1	-3	6	0	8	39	1	11	0.61	-2
CC(=O)N1CCc2cc(S(=O)(=O)NC3CCCc4ccccc43)ccc21 (centres undefined)	8	25	19	0	-15	0.92	19	1.2	2
CCOP(=O)(OCC)c1nc(/C=C/c2ccccc2)oc1NCc1ccccc1	-2	19	30	2	-16	1	12	1.2	-18
Cc1ccc(C2=CC(c3ccccc3)n3ncnc3N2)cc1 (centres undefined)	12	-2	-3	4	3	0.89	10	0.97	-4
Cn1c(=O)c2c(ncn2CC(=O)Nc2nc(-c3ccccc3Cl)cs2)n(C)c1=O	2	9	20	-8	4	0.97	10	0.96	-3
O=C(NCc1ccccc1Cl)C1CC(=O)N(Cc2ccccc2)C1 (centres undefined)	-4	8	-1	5	-15	1	-1	1.1	2
CC(C)C(OC(=O)c1nsc(Cl)c1Cl)C(=O)NC(C)(C)C (centres undefined)	-8	6	-7	7	-5	1.1	9	1	-1
Cc1occc1-c1nnc(SCC(=O)O)n1-c1ccccc1	-5	10	-1	-5	-4	1.1	25	1	-3
Nc1cc(=O)[nH]c(SCC(=O)N2CCCc3ccccc32)n1	4	-6	14	16	-11	0.96	5	1.1	4
Cc1ccc(S(=O)(=O)c2nc(Cc3ccccc3)oc2N2CCOCC2)cc1	-3	2	-9	-2	-6	1	5	1.1	7
Cc1cc(-c2ccccc2)nc(Oc2ccc(C(C)(C)C)cc2)c1S(C)(=O)=O	-6	-10	17	11	0	1.1	-18	1	-5
CCOC(=O)c1c(NC(=O)c2cccnc2)sc(C)c1C	7	6	15	17	8	0.93	28	0.92	-18
Cc1cc(/C=C2\C(=N)N3N=C(CC(=O)N4CCOCC4)SC3=NC2=O)c(C)n1Cc1ccccc1	5	0	-8	22	0	0.95	-1	1	-16
COCCNC(=O)c1onc(CSc2ccc(F)cc2)c1C(=O)NCCOC	14	-10	-7	19	-10	0.85	-22	1.1	-13
O=C(NC(=S)Nc1ccccn1)c1ccco1	-3	-1	-1	27	-5	1	27	1.1	-1
Cc1ccccc1NC(=O)c1cccc(S(=O)(=O)N2CCCCC2)c1	9	24	7	6	0	0.91	28	1	-8
CS(=O)(=O)CCC(C(=O)OCC(=O)c1ccc(Cl)cc1)N1C(=O)c2ccccc2C1=O (centres undefined)	13	-12	6	4	4	0.87	14	0.96	-13
O=C1O/C(=C/c2ccccc2)c2ccccc21	-13	-4	12	36	-3	1.1	-4	1	19
S=c1[nH]nc(C2CCCCC2)n1Cc1ccccc1	8	25	3	25	7	0.92	36	0.93	1
CC(=O)Nc1ccc(S(=O)(=O)N2CCC(N3CCCCC3)CC2)cc1	-19	-3	0	11	-4	1.2	14	1	4
Cc1cccc(N2C(=O)CN(Cc3ccccc3)C2=S)c1	3	31	7	25	0	0.97	21	1	49*

A stretch from the list above, for reference:
SMILES	hIAP block	TIM10 inh	Apaf-1 inh	NLRP3 yeast inh	mIAP inh	hIAP activ	tim10-1 inh	mIAP act	ATG4B inhibitor
S=c1[nH]nc(C2CCCCC2)n1Cc1ccccc1	8	25	3	25	7	0.92	36	0.93	1
CC(=O)Nc1ccc(S(=O)(=O)N2CCC(N3CCCCC3)CC2)cc1	-19	-3	0	11	-4	1.2	14	1	4
Cc1cccc(N2C(=O)CN(Cc3ccccc3)C2=S)c1	3	31	7	25	0	0.97	21	1	49*

Next part
SMILES	hIAP block	TIM10 inh	Apaf-1 inh	NLRP3 yeast inh	mIAP inh	hIAP activ	tim10-1 inh	mIAP act	ATG4B inhibitor
COc1cccc(NC(=S)N(CCN(C)C)C(C)c2ccco2)c1 (centres undefined)	12	-13	14	-6	6	0.88	7	0.94	0
Cc1ccc(/C(O)=C/C(=O)C(=O)NNC(=O)C(O)(c2ccccc2)c2ccccc2)cc1	-22	16	6	-10	30	1.2	-19	0.7	9
N#Cc1ccccc1CN1C(=O)NC(Cc2c[nH]c3ccccc23)C1=O (centres undefined)	0	5	-13	-3	5	1	9	0.95	-4
CC(C)CCN1C(N(C)C)=NC[C@@H]1C	6	0	-8	6	-10	0.94	-2	1.1	-1
O=C(COc1ccc2ccccc2c1)NNC(=O)Nc1ccc(F)cc1F	-57	-4	5	8	1	1.6	-29	0.99	3
NC(=O)CC(NC(=O)Cc1cccc2ccccc12)c1ccc(NC2CCC2)c([N+](=O)[O-])c1 (centres undefined)	26	-5	8	8	12	0.74	-15	0.88	-12
O=C(NNc1ccccc1[N+](=O)[O-])Nc1ccccc1	17	11	-3	17	4	0.83	22	0.96	12
CCCc1nnc(NC(=O)c2ccncc2)s1	-2	1	-14	5	16	1	9	0.83	-1
CCc1ccc(/C(C)=N/Nc2cc(Cl)nc(C)n2)cc1	9	22	1	15	0	0.91	26	0.99	-6
CNC(=O)Nc1ccc(S(N)(=O)=O)cc1	1	14	5	7	5	0.99	13	0.95	3
Cc1ccc(CSC2=Nc3ccccc3C3=NC(CCC(=O)NCc4ccco4)C(=O)N23)cc1 (centres undefined)	-12	24	16	12	2	1.1	17	0.98	4
O=C1c2cccc(OCC(=O)N3CCCc4ccccc43)c2CCN1Cc1cccnc1	-2	-4	-16	-3	-14	1	29	1.1	2
COc1ccc(C(=O)c2sc3nc(-c4ccccc4)ccc3c2N)cc1OC	-6	0	5	17	2	1.1	27	0.98	-22
CCCCC(=O)Nc1ccc(N2CCCC2)cc1	15	-11	21	33	27	0.85	8	0.73	0
COc1ccccc1C(=O)NC(=O)COC(=O)CCS(=O)(=O)c1ccc(C)cc1	10	2	3	9	9	0.9	-5	0.91	2
Cc1cc(-c2nc(C)c(C(=O)NN)s2)no1	-1	10	-13	-16	-3	1	8	1	-2
CCOC(=O)/C(C#N)=C/Nc1ccsc1C(=O)OC	2	7	-27	14	-4	0.98	-7	1	-4
O=C(CSC1=Nc2ccccc2C2=NC(CC(=O)NCc3ccco3)C(=O)N12)NCC1CCCO1 (centres undefined)	3	8	-2	0	19	0.97	7	0.81	-10
CCCOc1ccc(CCC(=O)N/N=C/c2ccco2)cc1	-24	-3	-16	6	2	1.2	-31	0.98	3
O=C(NCCc1ccccc1)c1ccc(Cl)c([N+](=O)[O-])c1	3	2	-20	19	7	0.97	13	0.93	4
N#Cc1cc(-c2ccccc2)nc(Oc2ccccc2)n1	8	9	8	23	6	0.92	35	0.94	-5
O=C(Nc1ccc(S(=O)(=O)Nc2cnc3ccccc3n2)cc1)c1cc(F)c(F)cc1Cl	11	-9	7	5	6	0.89	-6	0.94	-7
COC(=O)C1CCN(c2ccc(C(N)=O)cc2[N+](=O)[O-])CC1	1	14	-9	13	-4	0.99	16	1	4
CCOC(=O)c1ccc(-c2c(C(=O)OCC)oc3cc(O)c(CC)cc3c2=O)o1	3	5	7	1	2	0.97	23	0.98	0
O=C(C1CCN(C2CCN(Cc3ccc4c(c3)CCO4)CC2)CC1)N1CCCC1	-4	-19	0	6	-7	1	-5	1.1	20
Carrying on:
SMILES	hIAP block	TIM10 inh	Apaf-1 inh	NLRP3 yeast inh	mIAP inh	hIAP activ	tim10-1 inh	mIAP act	ATG4B inhibitor
COc1ccc(NC(=O)N2CCCC(c3nc(-c4ccc(C(C)C)cc4)no3)C2)cc1 (centres undefined)	-12	25	27	17	-13	1.1	10	1.1	3
O=C(c1ccc(CN2CCOCC2)cc1)N1CCN(Cc2ccccc2)CC1	-7	6	6	0	-16	1.1	1	1.2	-6
O=C(NCC(=O)N(Cc1cccs1)C(C(=O)NC1CCCCC1)c1ccco1)c1cccs1 (centres undefined)	-16	13	18	16	-16	1.2	27	1.2	-13
O=C(CSc1nnc(-c2ccco2)n1Cc1ccccc1)NCc1ccccc1	-12	6	3	6	-3	1.1	21	1	-8
Cc1cc(C(F)F)n2nc(C(=O)Nc3ccc(S(=O)(=O)N4CCCCCC4)cc3)nc2n1	1	7	4	20	-6	0.99	8	1.1	-12
COc1cccc(N2CCN(C(=O)CCS(=O)(=O)c3ccc4c(c3)oc(=O)n4C)CC2)c1	-13	-3	-4	14	-6	1.1	3	1.1	1
Cc1ccc(CN2CCNC(=O)C2CC(=O)N2CCN(c3ncccn3)CC2)o1 (centres undefined)	-7	-14	-8	4	-9	1.1	3	1.1	-5
Nc1nonc1-c1nc2ccccc2n1CC(=O)N1CCCCC1	9	14	0	2	-9	0.91	19	1.1	2
CC(C)N1C(=O)CC(Nc2ccc(N3CCOCC3)cc2)C1=O (centres undefined)	-9	-5	0	-10	-2	1.1	19	1	-9
O=C(NCCC1CCCCN1S(=O)(=O)c1ccc(F)cc1)C(=O)NCc1cccnc1 (centres undefined)	-2	-1	4	1	-4	1	-15	1	2
Cc1c(N=C2N=C(NC(=O)c3cccs3)c3ccccc32)c(=O)n(-c2ccccc2)n1C	23	27	4	20	28	0.77	23	0.72	-13
CC1CC(N(C(=O)c2ccccc2Cl)c2ccccc2)c2ccccc2N1 (centres undefined)	-18	12	13	20	0	1.2	16	1	-8
COc1ccc(OCCN2CCN(S(=O)(=O)c3ccccc3C(F)(F)F)CC2)cc1	-5	20	12	14	6	1	33	0.94	-6
Cc1ccc(CSCC(=O)Nc2ccc(F)cc2)cc1	-5	-5	14	35	-13	1.1	18	1.1	-6
Cc1ccc(C)n1-c1ncc(Br)cn1	0	1	-6	10	0	1	1	1	-7
CC(=O)Nc1cccc(C(=O)N2CCN(S(=O)(=O)c3ccc4ccccc4c3)CC2)c1	-8	7	5	12	0	1.1	9	1	-9
COc1cc(/C=N/N2CCN(Cc3ccc(Cl)cc3)CC2)cc(Br)c1O	2	19	0	27	-1	0.98	26	1	-1
COc1ccc(OC)c(C(=O)c2ccc(Cl)cc2)c1	-14	15	-16	37	5	1.1	-6	0.95	-5
Cc1c(CCCC(=O)O)sc(N)c1C(=O)c1cccc(C(F)(F)F)c1	11	11	1	2	11	0.89	15	0.89	-3
Cc1ccc(S(=O)(=O)/C(=C\N(C)C)c2cnc(Cl)s2)cc1	-13	9	5	5	2	1.1	12	0.98	9
O=C(NCCOC(=O)c1ccc(C(=O)OCCNC(=O)c2cccnc2)s1)c1cccnc1	-6	9	-17	3	1	1.1	2	0.99	-2
COc1ccc(NS(=O)(=O)c2cc(C)ccc2OC)cc1OC	-27	-15	-2	12	-2	1.3	-10	1	3
CC(C)c1ccccc1OCC(O)CN1CCN(S(=O)(=O)c2ccc([N+](=O)[O-])cc2)CC1 (centres undefined)	11	40*	24	14	7	0.89	35	0.93	-13
Nc1ccc2nc(-c3cccc(-c4nc5ccc(N)cc5[nH]4)n3)[nH]c2c1	-31	-39	40*	23	15	1.3	0	0.85	-23
COc1ccc(CCNC(C)=O)cc1	6	2	-3	14	-3	0.94	-1	1	-4
COc1cc2c(C#N)c(N3CCN(C)CC3)nc(N)c2c(N)n1	20	-16	19	10	4	0.8	25	0.96	nt
